From PubChem
All columns: NCI-60 one-dose screen, growth in % after 48 h at 10 µM unless noted; 100 = growth as untreated, 0 = no growth, -100 = all killed.
OVCAR-3 – OVCAR-3 ovarian cancer. 79,000 compounds, 7% hits. AID 1794787
PC-3 – PC-3 prostate cancer cells. AID 1794754. 80,000 compounds, 3.9% hits
OVCAR-8 – OVCAR-8 ovarian cancer; 81,000 compounds, 4.4% hits
OVCAR-4 – OVCAR-4 ovarian cancer cells; 80,000 compounds, 3.7% hits
OVCAR-5 – OVCAR-5 ovarian cancer | AID 1794783 | 82,000 compounds, 2.9% hits
IGROV1 – IGROV1 ovarian cancer. AID 1794786. 79,000 compounds, 4.7% hits
SK-OV-3 – SK-OV-3 ovarian cancer cells; 80,000 compounds, 3.2% hits; AID 1794785
DU-145 – DU-145 prostate cancer | 81,000 compounds, 4.2% hits
* hit, by the source's call; . = no result given; & = joins results of further samples; [ ] = another dose, or the depositor's remark. The calls were made as follows: active = growth percent below 10; inactive = the rest.

molecule,IGROV1,PC-3,DU-145,OVCAR-8,OVCAR-4,OVCAR-3,SK-OV-3,OVCAR-5
CCOC(=O)C1CCCCC1C(=O)OCC (stereo unspecified),107,100,118,103,110,114,99,101
Nc1cccc(N=[N+]([O-])c2cccc(N)c2)c1,113,93,114,108,103,117,108,119
Cc1cc(C)n(-c2nnc3n2N=C(c2ccc(-c4ccccc4)cc2)CS3)n1,70,36,66,52,75,16,57,84
Cc1cc([N+](=O)[O-])cc[n+]1[O-],.,100,114,104,110,126,123,114
N#Cc1ncc(Br)c(N[C@@H]2C[C@H]3CC[C@@H]2C3)n1,97,98,99,102,96,103,97,90
[N-]=[N+]=NCCN(Cc1ccccc1)Cc1ccccc1,.,97,102,109,102,99,104,91
COc1cc(C)c(C(=O)Oc2cc(C)c(C(=O)O)c(O)c2)c(O)c1,106,88,124,108,96,104,106,92
COc1ccc(C)cc1NC(=O)Oc1ccc(C#N)cc1,86,98,103,100,96,98,112,103
O=S(=O)(NCCNc1cc(-c2cn(-c3ccccc3)nc2-c2cccc(O)c2)ccn1)c1cccc(F)c1,44,25,64,34,39,51,50,55
CN1Cc2c(c3ccccc3[nH]c2=O)C1=O,103,107,106,105,106,104,98,103

Other results.
molecule,IGROV1,PC-3,DU-145,OVCAR-8,OVCAR-4,OVCAR-3,SK-OV-3,OVCAR-5
O=C(c1nnc(Nc2ccccc2F)o1)c1c[nH]c2ccccc12,67,80,98,95,89,84,82,77
CCC(C)C1NC(=O)C(CC(C)C)NC(=O)C(C)NC(=O)C(C(C)C)NC(=O)C(CCCCN)NC(=O)C(CC(C)C)NC(=O)C(C(C)C)NC(=O)[C@H](C)NC(=O)C(C(C)CC)NC(=O)C(CCCN=C(N)N)NC(=O)C(CCCCN)NC(=O)C(CCCN=C(N)N)NC(=O)C(CCCCN)NC(=O)C([C@H](C)CC)NC(=O)C(CCCCN)NC1=O (stereo partly specified),12,-4.8*,24,12,18,8.2*,10,53
COc1ncc(-c2ccc3nccc(C#CCCCCC(=O)O)c3c2)cc1NS(=O)(=O)c1ccc(F)cc1F,-13*,20,41,35,50,20,.,23
CN1CCN(c2ccc(Nc3nc(NCCNS(=O)(=O)c4ccc(Cl)cc4)c4sccc4n3)cc2)CC1,93,82,98,101,84,.,121,99
C/C(=C(/c1ccccc1)c1ccc(N2C(=O)c3cccc4c(N5CCN(Cc6ccccc6)CC5)ccc(c34)C2=O)cc1)c1ccccc1,88,86,99,99,89,97,100,100
O=[N+]([O-])c1cccc(CO)c1,111,101,113,109,104,110,113,106
O=C(Nc1cc(Cl)cc(Cl)c1)OC1CC2CC1C1CC3OC3C21 (stereo unspecified),84,96,105,125,106,107,94,101
O=C(Nc1ccc(Br)cc1F)c1cc(F)ccc1O,19,2.5*,15,9.0*,12,9.9*,1.4*,25
Nc1ccc2[nH]c3ccccc3c2c1,82,85,105,104,99,89,112,106
Cc1ccc(CC#N)cc1C,75,164,85,78,109,95,117,89

(next part)
molecule,IGROV1,PC-3,DU-145,OVCAR-8,OVCAR-4,OVCAR-3,SK-OV-3,OVCAR-5
Cc1nc2ccccc2n1CC1C(=O)NC(=S)NC1=O,105,97,108,101,104,108,101,101
O=C(O)c1ccccc1Nc1cccc([N+](=O)[O-])c1,101,93,121,101,97,120,105,120
O=C(O)c1cc(N=Nc2ccc(N=Nc3c(Nc4ccccc4)ccc4cc(S(=O)(=O)O)cc(O)c34)cc2)ccc1O,108,101,114,103,114,108,105,105
COC(=O)c1n[nH]c2ccc3nc(-c4cn[nH]c4C(F)(F)F)c4c(c3c12)CCCC4,20,64,49,35,63,56,15,70
O=C1CSC(=NNc2ncnc3ccccc23)N1c1ccccc1,97,102,107,103,102,104,103,105
COC(=O)C1=Nc2cc(OC)cc(OC)c2/C1=C/c1sc(=S)[nH]c1O,86,78,103,96,97,102,92,107
N#CC(N=Nc1cccc2ccccc12)C(N)=O (stereo unspecified),107,99,102,112,93,106,84,102
Cc1nc2ccccc2c(/C=C/c2ccccc2)c1C(=O)/C=C/c1ccc2c(c1)OCO2,47,66,56,60,54,43,91,81
CC(=O)NC(=O)NCN1CCOCC1,.,78,108,112,118,108,90,95
Cc1ccc(S(=O)(=O)NC(=O)N2CCCC2)cc1,83,106,128,101,111,110,99,89

Continuation.
molecule,IGROV1,PC-3,DU-145,OVCAR-8,OVCAR-4,OVCAR-3,SK-OV-3,OVCAR-5
CC(=O)Nc1cc2oc3ccccc3c2cc1[N+](=O)[O-],137,86,117,103,94,114,110,109
O=[N+]([O-])c1ccc(CO)cc1,112,97,115,109,104,113,94,105
COc1ccc(C(C#N)N2CCCC2)cc1 (stereo unspecified),111,96,115,112,103,102,100,106
N#Cc1c(NC(=O)C(Cl)(Cl)Cl)sc2c1CCCC2,100,88,110,126,90,111,106,108
CC(C)(C)n1cc(-c2ccnc(NCCNS(=O)(=O)c3ccc(Br)cc3)c2)c(-c2cccc(F)c2)n1,92,93,101,89,83,110,107,123
Fc1ccc(-c2nc3ncccn3c2-c2nc3ccccc3[nH]2)cc1,96,80,118,.,99,79,87,101
COc1ccc(-c2nsc3c2NC(=O)CC3c2ccc3c(c2)OCO3)cc1 (stereo unspecified),20,3.8*,15,26,67,-26*,24,49
O=Cc1ccc(N=Nc2ccc(C=O)c(S(=O)(=O)O)c2)cc1S(=O)(=O)O,100,97,104,107,111,102,96,104
O=C(/N=c1\oc2ccccc2cc1-c1cc2ccccc2[nH]1)Nc1ccccc1,56,89,107,98,104,103,92,106
CCOC(=O)C(CSC(c1ccccc1)(c1ccccc1)c1ccccc1)NC(=O)C(CSC(c1ccccc1)(c1ccccc1)c1ccccc1)NC(c1ccccc1)(c1ccccc1)c1ccccc1 (stereo unspecified),115,102,115,96,105,119,109,106

Additional entries
molecule,IGROV1,PC-3,DU-145,OVCAR-8,OVCAR-4,OVCAR-3,SK-OV-3,OVCAR-5
O=C(C[n+]1cc2ccccc2cn1)c1ccc(O)c(O)c1,101,92,110,98,95,113,110,109
O=C(O)c1ccccc1C(=O)Nc1ccccc1Cl,100,96,104,103,101,102,103,98
Cn1cc(C(=O)Nc2cc(C(=O)NCCC(=N)N)cn2C)cc1NC(=O)CN=C(N)N,102,93,139,115,96,146,112,86
CCCN1CC(c2ccc(OC)c(OC)c2)=C(c2cn(C(=O)OCC)c3ccccc23)C1=O,40,32,72,72,62,2.0*,.,83
Cc1ccc(Cl)cc1N1C(=O)CC(Sc2ccccc2N)C1=O (stereo unspecified),.,89,123,88,101,106,102,105
O=S(=O)(O)c1cccc2cccc(Nc3ccccc3)c12,106,67,106,91,103,103,91,107
CCOC(=O)c1[nH]cnc1/N=N/N(C)CCO,113,93,125,108,118,108,101,107
O=C(NNc1nc2cc(Br)ccc2n2cccc12)c1cnccn1,37,57,55,43,35,39,54,67
O=C(O)c1cc(F)cc(F)c1,109,93,114,98,100,111,101,97
Nc1ccc(O)c(C(=O)O)c1,105&111&97,105&90,128&105,109&106&99,108&105&84,115&101&100,119&106&105,91&102&121

Next results.
molecule,IGROV1,PC-3,DU-145,OVCAR-8,OVCAR-4,OVCAR-3,SK-OV-3,OVCAR-5
NC(=O)N/N=C/c1ccc([N+](=O)[O-])s1,112,91,103,89,88,101,108,105
CCc1ccc(C(C)=O)cc1,107,92,114,100,107,104,100,103
COC(=O)C(C(=O)Cc1ccccc1[N+](=O)[O-])C(=O)OC,92,90,101,99,108,95,97,96
CCOC(=O)c1c2c(c(C)n1Cc1ccc(OC)cc1)-c1oncc1CC2,81,100,96,88,90,98,105,82
Cc1nc2ccccc2c(/C=C/c2ccc(Br)cc2)c1C(N)=O,77,78,100,97,94,95,88,103
C#CCOc1ccc2ncnc(NCc3cccc(NC(=O)CCl)c3)c2c1,-68*[8.25 µM],.,78[8.25 µM],17[8.25 µM],32[8.25 µM],24[8.25 µM],83[8.25 µM],55[8.25 µM]
Cc1cc(NC(=O)COc2ccc(/C=C3/SC(=O)NC3=O)cc2)no1,113,100,107,115,97,104,79,101
COc1ccc2cc1Oc1ccc(cc1)C[C@H]1c3c(cc4c(c3Oc3cc5c(cc3OC)CCN(C)[C@@H]5C2)OCO4)CCN1C,44,44,60,44,65,50,110,90
CCOC(=O)C1=C(C)OC(N)=C(C#N)C1c1cc(=O)oc2ccc(Cl)cc12 (stereo unspecified),107,109,109,109,124,113,109,103
CCN(CC)C(=O)COc1ccc(C=C2C(=O)NC(=S)NC2=O)cc1,106,108,107,99,110,105,99,105

(more compounds)
molecule,IGROV1,PC-3,DU-145,OVCAR-8,OVCAR-4,OVCAR-3,SK-OV-3,OVCAR-5
COc1ccc2c(C)cc(=O)oc2c1OCC(O)CN1CCOCC1 (stereo unspecified),96,97,104,99,110,106,101,123
CC1CN(S(=O)(=O)c2cc(Cl)c(Oc3ccc([N+](=O)[O-])cc3Cl)c(Cl)c2)CC(C)O1 (stereo unspecified),94,66,93,91,73,95,94,95
CC(C)c1ccc(/C=C/C(=O)Nc2ncc(Cc3ccccc3Cl)s2)cc1,70,77,68,68,64,98,109,80
C(=C/c1cnnc2ccccc12)/c1ccccc1,78,76,103,89,87,97,90,115
COc1cc2c3c(c4c5ccccc5n(C)c4c2c(OC)c1OC)C(=O)N(O)C3=O,73,73,108,101,96,103,83,102
O=C1OC(c2ccccc2)=N/C1=C\c1ccccc1Cl,100&115,91&85,105&110,104&97,106&111,99&109,101&106,97&102
CC12CCC3C4(C)COC(c5ccccc5)OC4CCC3(C)C1CC(C1=CCOC1=O)O2 (stereo unspecified),86,86,101,100,77,98,.,95
CCCC(=O)c1ccc(Br)s1,117,90,99,.,115,99,102,93
O=c1nc2onnc2c(/C=N\O)[nH]1,111,92,102,99,119,98,101,109
CN(C)c1oc(/C=C/c2nc(C#N)c(N(C)C)o2)nc1C#N,108,108,120,110,109,125,111,103

Going on with the list.
molecule,IGROV1,PC-3,DU-145,OVCAR-8,OVCAR-4,OVCAR-3,SK-OV-3,OVCAR-5
O=C(/C=C/C=C/c1ccccc1)c1ccco1,65,86,100,89,79,86,105,108
CC(COC(=O)/C=C/c1ccccc1)CC(=O)c1c(O)cc2oc(=O)cc(-c3ccccc3)c2c1O (stereo unspecified),107,82,107,108,95,97,114,98
Cc1cccc(Cc2cnc(NC(=O)CCCOc3ccc(Cl)cc3)s2)c1,39,42,24,38,31,7.3*,36,36
COc1ccc(-n2ncc3c2CCc2cc(S(=O)(=O)c4ccccc4)c(=O)n(Cc4ccccc4)c2-3)cc1,89,70,91,81,79,90,103,90
Cc1cc(C)c(NS(=O)(=O)c2ccccc2)c(C)c1NS(=O)(=O)c1ccccc1,95,59,114,95,90,105,113,101
COc1ccc(/C=C/c2nc(Nc3ccc(S(=O)(=O)NC(C)=O)cc3)c3ccccc3n2)cc1,92,79,69,76,79,96,90,73
COc1cc2c3c(c(=O)oc2cc1OS(=O)(=O)c1ccc(C(F)(F)F)cc1)CCCCC3,87,68,82,94,.,88,83,80
COc1cc(-c2nn(C(=O)NS(=O)(=O)c3ccc(C)cc3)cc2-c2ccncc2)ccc1Cl,50,72,65,12,33,80,64,74
O=S(=O)(c1ccc(N/N=C\c2ccc(Cl)c(Cl)c2)cc1)c1ccc(N/N=C/c2ccc(Cl)c(Cl)c2)cc1,109,83,112,.,100,115,113,99
c1ccc(Cn2cc3c(c2-c2ccccc2)CCc2cncnc2-3)cc1,.,.,113,95,98,105,124,115

More structures follow:
molecule,IGROV1,PC-3,DU-145,OVCAR-8,OVCAR-4,OVCAR-3,SK-OV-3,OVCAR-5
NC(N)=N/N=C/c1ccncc1,83,99,119,113,108,118,104,107
CCCCC1COc2cccc3c(SCC(=O)N4CCCc5ccccc54)cc[n+]1c23 (stereo unspecified),105,104,124,108,117,122,108,96
CCOC(=O)c1ccc(OCC)cc1O,110,97,103,109,111,104,100,104
COc1ccc(Nc2ccc(NC(=O)c3ccc([N+](=O)[O-])cc3)cn2)cc1,104,94,98,93,94,99,88,103
NS(=O)(=O)c1ccc(Nc2nc(SCC(=O)c3ccc(Cl)cc3)nc3c2CCCC3)cc1,85,31,41,52,48,.,101,88
COc1ccc2cc(-c3ccc(C(=O)N/N=C/c4ccc(O)cc4)c(C)n3)ccc2c1,92,74,91,82,89,83,88,95
OCCOc1ccc(OCCO)cc1,108,94,111,102,105,131,105,108
ClCCOCCOc1ccccc1-c1ccccc1,105,95,112,99,99,116,106,110
CN1CCN(CCOc2ccc(-c3cnc4c(-c5cccc(F)c5F)cnn4c3)cc2)CC1,82,90,8.6*,4.3*,-50*,-53*,108,116
Brc1cccc[n+]1-c1cccc(-c2cccc(-[n+]3ccccc3Br)c2)c1,103,93,110,95,92,109,98,103

Next section:
molecule,IGROV1,PC-3,DU-145,OVCAR-8,OVCAR-4,OVCAR-3,SK-OV-3,OVCAR-5
O=C1c2cc(Br)ccc2-n2c1nc1cc(Br)ccc1c2=O,60,61,74,78,65,47,.,91
COc1ccc(C2CCc3cc4c(cc3/C2=N/O)OCO4)cc1OC (stereo unspecified),98,77,98,86,67,86,104,98
O=[N+]([O-])c1cccc(CN(Cc2cccc([N+](=O)[O-])c2O)C2CCCCC2)c1O,108,108,.,103,99,97,104,96
CC(C)=CC(=O)N(C(C)C)C(C)C,112,100,116,107,116,115,104,117

Compounds were not picked by outcome; any-hit rate near 10%.
